Assay outcomes from PubChem.
aSyn yeast inh: rescues yeast growth from alpha-synuclein toxicity; Yeast expressing alpha-synuclein, growth rescue, BacTiter-Glo, 24 h; Potency, µM (series often up to 46.1 µM), without a hit: at the top dose growth rescue (activation), usual class: activators; 370,000 tested, 0.14% active; AID 652106; also: potency is read from the fitted curve at half-maximal effect; % of control where 0% means no effect; nearly all actives have a fitted effect of over 65% in size
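Readout is rescue of growth in alpha-synuclein-expressing yeast, so inhibitors of toxicity appear as activators. Growth after 24 hr at 30 deg C in galactose medium is quantified by luminescence.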
GLP-1R inv ag: GLP-1 receptor (human) inverse agonism | AID 624417 | 410,000 tested, 1.6% active | Potency, µM (titrated, usually from 38.3 µM), for the others: at the top dose activity change, negative = inhibition, hits mostly inhibitors | P43220 | HEK293 GLP-1R CRE-luciferase, luminescence, 24 h; GLP-1R form is constitutively active; also: potency is read from the fitted curve at half-maximal effect; % is scaled to controls: 0 for no effect and ±100 for the full control effect; nearly all actives have a fitted effect of over 55% in size
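GLP-1R inverse agonism mode: basal reporter luminescence in engineered HEK293 cells measured after one day of compound exposure at 37 deg C, with a 12 min room-temperature detection step.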
TDP-43 yeast inh: inhibitors of TDP-43 toxicity in yeast; TDP-43 expressing yeast growth rescue, BacTiter-Glo, 24 h; 410,000 tested, 1.8% active; Potency, µM (series often up to 46.1 µM), inactives show at the highest dose growth rescue (activation), hits mostly activators; also: potency is read from the fitted curve at half-maximal effect; % of control where 0% means no effect; nearly all actives have a fitted effect of over 50% in size
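Galactose-induced TDP-43 yeast, OD600=0.02, compound pinned; 24 hr, 30 deg C; BacTiter-Glo luminescence for growth. Inhibitors of TDP-43 toxicity read as activators.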
PTHR1 ag: agonists of human PTHR1 parathyroid hormone receptor; HEK293 GP2 PTHR1 cells, GloSensor cAMP luminescence, 1 h; Q03431; AID 743266; Potency, µM (highest dose often 115 µM), for inactives: at the highest dose activation, usual class: activators; 410,000 tested, 0.075% active; also: potency is read from the fitted curve at half-maximal effect; nearly all actives have a fitted effect of over 55% in size; some results filed as inactive show a strong effect at the top dose; inactives centre near -15; many of its hits are not listed in these tables
Target sequence (Q03431 whole entry, looked up): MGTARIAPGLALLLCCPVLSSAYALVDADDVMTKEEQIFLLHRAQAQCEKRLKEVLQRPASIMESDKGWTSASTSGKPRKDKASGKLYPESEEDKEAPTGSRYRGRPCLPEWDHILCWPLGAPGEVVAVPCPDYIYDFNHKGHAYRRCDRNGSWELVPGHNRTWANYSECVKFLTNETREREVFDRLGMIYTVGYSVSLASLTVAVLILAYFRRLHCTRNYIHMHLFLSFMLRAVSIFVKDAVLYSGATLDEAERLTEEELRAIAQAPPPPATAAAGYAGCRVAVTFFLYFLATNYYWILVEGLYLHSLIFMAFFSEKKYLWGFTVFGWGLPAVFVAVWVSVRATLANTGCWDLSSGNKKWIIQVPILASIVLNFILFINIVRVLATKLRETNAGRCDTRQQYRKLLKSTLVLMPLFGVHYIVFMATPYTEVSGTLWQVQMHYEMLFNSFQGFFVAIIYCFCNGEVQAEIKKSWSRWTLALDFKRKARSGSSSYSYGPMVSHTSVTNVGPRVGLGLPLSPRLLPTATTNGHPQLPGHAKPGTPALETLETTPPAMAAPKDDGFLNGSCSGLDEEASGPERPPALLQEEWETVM
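HEK-293-derived GP2 cells expressing PTHR1 and a GloSensor cAMP reporter, 3,000/well, plated overnight, given luciferin plus IBMX (each 0.5 mM as added) for 1 h at 37 °C, then compound for 1 h at 37 °C. Luminescence was read after 15 min at room temperature.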
DRD3 antagonist: blocks the human D3 dopamine receptor; P35462; D3R cells, DiscoveRx beta-arrestin luminescence, antagonist mode; active compounds read low; max response, negative = inhibition, %; 360,000 tested, 2.5% active; AID 652054; in the data active = max response below about -50%; inconclusive = no clear call, values can overlap the other calls; also: % is scaled to controls: 0 for no effect and ±100 for the full control effect; mostly tested at two doses, the higher about 12 µM
Target sequence (P35462 whole entry, looked up): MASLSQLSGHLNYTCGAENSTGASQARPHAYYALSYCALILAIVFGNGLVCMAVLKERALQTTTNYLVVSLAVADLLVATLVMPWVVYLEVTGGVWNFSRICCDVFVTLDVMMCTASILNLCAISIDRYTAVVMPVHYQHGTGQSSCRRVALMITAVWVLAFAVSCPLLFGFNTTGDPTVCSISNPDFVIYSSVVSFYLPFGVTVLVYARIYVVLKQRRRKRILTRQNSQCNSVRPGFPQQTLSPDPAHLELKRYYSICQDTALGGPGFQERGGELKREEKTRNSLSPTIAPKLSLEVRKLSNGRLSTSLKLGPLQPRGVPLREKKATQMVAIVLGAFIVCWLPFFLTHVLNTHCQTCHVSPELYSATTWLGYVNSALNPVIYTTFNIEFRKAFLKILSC
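Cells expressing the human receptor were seeded at 1500 cells/well, incubated overnight at 37 degrees C in 5% CO2, then exposed to library compounds with dopamine controls for 90 minutes at 37 degrees C before luminescent detection.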
D3 ag: agonists of human D3 dopamine receptor. P35462. D3R DiscoveRx beta-arrestin cells, luminescence, 90 min. max activation, %. 410,000 tested, 0.58% active. AID 652048; in the data active = max activation above about 30%; also: 0% is about no effect; mostly tested at two doses, the higher about 12 µM
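Cells at 1500/well, incubated overnight, then treated with pinned compounds (dopamine as control) for 90 min at 37 degrees C. DiscoveRx reagent added for 30 - 60 minutes at room temperature; luminescence read.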
GLP1R ag: activates the human GLP-1 receptor; P43220; HEK293 GLP-1R CRE-luciferase, luminescence, 4-6 h; cells express a hypersensitive GLP-1R form; Potency, µM (top dose mostly 45.6 µM), for inactives: at the highest dose activation, most hits filed as activators; 380,000 tested, 0.007% active; AID 624172; also: potency is read from the fitted curve at half-maximal effect; % of control where 0% means no effect
HEK293 tox: cytotoxic in the GLP-1 receptor inverse agonist counter-screen. HEK293 cAMP-luciferase reporter cells, luminescence, 24 h. Potency, µM (top dose mostly 38.3 µM), for the others: at the highest dose activity change, negative = inhibition, usual class: inhibitors. 410,000 tested, 0.13% active;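 also: loss of luciferase light is scored as toxicity; potency is read from the fitted curve at half-maximal effect; % is scaled to controls: 0 for no effect and ±100 for the full control effect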
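Cells in DMEM/10% Nu serum/1% pen-strep, 1536-well format. Pre-incubated 12 h, dosed with 23 nL compound, incubated a further 24 h. Luciferase detection, 12 min at room temp, luminescence.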
KB-V1 cytotox: kills drug-selected multidrug resistant KB-V1 cells; AID 1347076; Potency, µM (highest dose often 46.1 µM), without a hit: at the highest dose activity change, negative = cytotoxicity, usual class: cytotoxic; 400,000 tested, 3.4% active; KB-V1 MDR cells viability, CellTiter-Glo, 72 h; also: potency is read from the fitted curve at half-maximal effect; % is scaled to controls: 0 for no effect and ±100 for the full control effect; nearly all actives have a fitted effect of over 60% in size
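Following 72 h at 37 degrees C with compound, KB-V1 cell viability was read by CellTiter-Glo luminescence, medium being phenol-red-free DMEM plus 10% FBS; concentration-response parameters came from normalized, curve-fitted qHTS data.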
* = called active by the depositor; i = inactive; ? = inconclusive; nt = no result given; & = joins results of further samples; [ ] = remark or other dose. Unless noted, calls follow the shape of the dose curve; as a rule, active = well fitted curve in the direction sought with a large enough effect; inconclusive = small, poorly fitted or top-dose-only effect, or another doubt; inactive = no such curve, though single readings can be large; an effect the other way counts as inactive or inconclusive. An excerpt (hit frequency here may not be typical).

Values run as follows: aSyn yeast inh	GLP-1R inv ag	TDP-43 yeast inh	PTHR1 ag	DRD3 antagonist	D3 ag	GLP1R ag	HEK293 tox	KB-V1 cytotox
COC(=O)C1=CO[C@@H](C)[C@@H]2CN3CC[C@]4(C(=O)Nc5ccccc54)[C@@H]3C[C@H]12
→ ?	5%	3%	-12%	5	2	-2%	0%	-14%
FC(F)(F)c1cccc(NC(=S)NCc2ccc(Cl)cc2)c1
→ -5%	?	8%	-37%[inhibitor]	7	-11	1%	?	?
COCCO[C@H]1CCC2C3CC=C4C[C@@H](O)CC[C@]4(C)C3CC[C@@]21C (some centres not stated)
→ 14%	118%[activator]	-15%	i	12	23	6%	36%[activator]	16%
O=c1[nH]c(=O)n(Cc2ccc(F)cc2)c(O)c1C=Nc1ccc(Cl)cc1
→ -1%	23%	-20%	i	6	16	0%	4%	-2%
C=CCN(CC=C)Cc1c[nH]c2ccccc12
→ 9%	-21%	-12%	0%[57.5 µM]	-24	1	-3%	3%	8%
CCCCn1c(O)c(C(C)=NCCc2ccccc2)c(=O)[nH]c1=O
→ -6%	-29%	19%	-15%[57.5 µM]	36	-1	10%	-10%	?
COc1ccc(-c2cc(C(F)(F)F)nc(S(C)(=O)=O)n2)cc1
→ 7%	?	13µM*	-6%&-48%	-75*	-19&-10	-14%	?	?
Brc1ccc(Oc2ccc(Br)cc2Br)c(Br)c1
→ -12%	12%	4%	-20%	14	-19	6%	1%	4%
O=c1[nH]c(=O)n(-c2cccc3ccccc23)c(O)c1C=NCCCn1ccnc1
→ 2%	-25%	-11%	i	-28	-11	-10%	0%	8%
c1ccc2c3c(ccc2c1)OCC1CONC31 (configuration not stated)
→ 7%	-12%	-4%[9.22 µM]	i	9	6	7%	2%	12%
CC(C)(O)/C=C/C(=O)C(C)(O)C1C(O)CC2(C)C3CC=C4C(C=C(O)C(=O)C4(C)C)C3(C)C(=O)CC12C (configuration not stated)
→ 3%	?	10%	-3%	1	8	-11%	-67%	0.92µM*
COc1cccc(C(c2nnnn2Cc2ccccc2)N2CCC(n3c(=O)[nH]c4ccccc43)CC2)c1OC (configuration not stated)
→ -5%	?	12%	-15%	40	-2	-2%	?	18µM*
Cc1c(CCC(=O)N2CCCCC2)c(=O)oc2cc3occ(C(C)(C)C)c3cc12
→ nt	-2%	?	-47%[inhibitor]	nt	-18	nt	14%	nt
Cc1oc(/N=C/c2ccc3c(c2)OCO3)c(C#N)c1C
→ -2%	0%	-20%	-40%[inhibitor][57.5 µM]	-10	-32	-10%	5%	7%
CN1C(=O)c2ccccc2Sc2ccc(NC(=O)N3CCN(c4ccccc4)CC3)cc21
→ nt	?	1%	-94%[inhibitor]	nt	-4	nt	-20%	?
C=CCN1C(=O)CSc2ccc(C(=O)N3CCC4(CC3)OCCO4)cc21
→ -6%	0%	-19%	22%[57.5 µM]	-13	3	12%	3%	-15%
CCC(=O)OC(Cc1ccccc1)(c1ccccc1)[C@H](C)CN(C)C (some centres not stated)
→ 0%	-24%	-2%	-11%	1	0	0%	-2%	-28%
O=C1NC(=O)N(c2ccccc2)C(=O)/C1=C\C=C\c1ccccc1
→ 2%	?	-20%	-27%	5	17	0%	?	?
COc1cc2c(cc1OC)C(C(=O)NC(C)C)C1CCCCN1C2=O (configuration not stated)
→ -1%	6%	-6%	i	0	13	0%	-22%	4%
Cc1ccc(N2C(=O)NC(=O)C(CCc3ccccn3)(Cc3cccc(Cl)c3Cl)C2=O)cc1 (configuration not stated)
→ -2%	1%	-20%	-13%	-22	-3	-4%	-4%	-20%

Other entries.
Values run as follows: aSyn yeast inh	GLP-1R inv ag	TDP-43 yeast inh	PTHR1 ag	DRD3 antagonist	D3 ag	GLP1R ag	HEK293 tox	KB-V1 cytotox
O=Cc1cn(CCCOc2ccccc2)c2ccccc12
→ 9%	?	7%	-23%	2	-1	-2%	2%	-23%
COc1cc(CN2CCN(C(=O)COc3ccccc3)CC2)cc(OC)c1OC
→ -11%	9%	-18%	24%	-14	-10	9%	5%	-2%
CCOC(=O)c1c(/N=C/c2c(O)n(-c3ccc(F)cc3)c(=S)[nH]c2=O)sc2c1CCCC2
→ -34%[inhibitor]	13%	8%	i	-7	-2	0%	-4%	-2%
CCC1(Cc2ccccc2)C(=O)NC(=S)N(C)C1=O (configuration not stated)
→ 24%	-7%	14%	i	4	0	-2%	-14%	?
N#CC1=C(N)Oc2c(c(=O)oc3ccccc23)C1c1cccnc1 (configuration not stated)
→ 9%	22%	1%	-19%	12	20	0%	-21%	0%
CCOC(=O)[C@]12Cc3c(cc(OC)c(OC)c3OC)[C@H]1N(C1CCCCC1)C(=O)c1ccccc12
→ -81%[inhibitor]	?	?	-95%[inhibitor]	0	2	-30%	?	?
CCC(=O)N1N=C2C3CCN(CC3)C2C1c1ccc(C)cc1 (configuration not stated)
→ -1%	9%	-14%	-22%	-23	-12	-6%	22%	5%
Cc1c(C(=O)O)cccc1-n1c(C)cc(/C=C2\C(=O)NC(=O)N(c3ccc4c(c3)OCO4)C2=O)c1C
→ 4%	4%	12%	-24%	-3	-2	-1%	-5%	2%
CCOc1cc2c(cc1OCC)-n1cccc1C(c1ccc(F)cc1)NC2 (configuration not stated)
→ -1%	?	-7%	20%	-25	-5	-9%	-7%	-9%
COc1cc(Br)cc(CN2CCN(C)CC2)c1O
→ 3%	0%	-8%	i	?	-57	6%	17%	1%
O=C(CCS(=O)(=O)c1ccc(Cl)cc1)Nc1cccc(S(=O)(=O)N2CCCCCC2)c1
→ -2%	?	1%	-31%[inhibitor]	-20	5	-19%	-21%	21µM*
Oc1cccc2nc3ccccc3nc12
→ ?	14%	?	i	0	-16	-1%	-1%	-3%
CC(=Nc1c(C)n(C)n(-c2ccccc2)c1=O)c1c(O)n(Cc2ccccc2)c(=O)[nH]c1=O
→ -2%	0%	2%	-5%[57.5 µM]	-51*	-13	4%	6%	-9%
c1ccc2c(c1)CSc1ccccc1C2C1=NCCN1 (configuration not stated)
→ -1%	?	-20%	i	-11	-15	-2%	-32%	2%
CSCCC(c1nnnn1C(C)(C)C)N1CCC(n2c(=O)[nH]c3ccccc32)CC1 (configuration not stated)
→ 5%	8%	20%	-15%	33	-3	6%	3%	-16%
CC(C)N1C(=O)NC(=O)C2(Cc3cc([N+](=O)[O-])ccc3N(C)C2c2ccccc2)C1=O (configuration not stated)
→ ?	-28%	2%	-30%	-15	-1	-10%	?	?
COC(=O)C1=C(c2ccccc2)C[C@@H]2CC[C@H]1N2C(=O)NCc1ccccc1
→ 2%	14%	9%	i	-14	16	5%	8%	-10%
Oc1ccc2c3c1OC1[C@H](O)CC[C@@]4(O)[C@@H](C2)N(CC2CC2)CC[C@]314 (some centres not stated)
→ -7%&5%	-7%&0%	0%&1%	-1%&-29%	12&8	7&18	6%&2%	0%&1%	-5%&5%
Nc1c(C(=O)NCc2ccco2)c2nc3ccccc3nc2n1Cc1ccccc1
→ 11%	?	4%	-17%	3	-2	-10%	166%[activator]	-4%
COC(=O)C1=C(c2ccc(F)cc2F)C[C@@H]2CC[C@H]1N2C(=O)NCc1ccc2c(c1)OCO2
→ 2%	-25%	5%	i	-15	-17	10%	3%	8%

2 successive records already listed:
Values run as follows: aSyn yeast inh	GLP-1R inv ag	TDP-43 yeast inh	PTHR1 ag	DRD3 antagonist	D3 ag	GLP1R ag	HEK293 tox	KB-V1 cytotox
O=Cc1cn(CCCOc2ccccc2)c2ccccc12
→ 9%	?	7%	-23%	2	-1	-2%	2%	-23%
COc1cc(CN2CCN(C(=O)COc3ccccc3)CC2)cc(OC)c1OC
→ -11%	9%	-18%	24%	-14	-10	9%	5%	-2%

Other compounds.
Values run as follows: aSyn yeast inh	GLP-1R inv ag	TDP-43 yeast inh	PTHR1 ag	DRD3 antagonist	D3 ag	GLP1R ag	HEK293 tox	KB-V1 cytotox
COP(C)(=O)c1c(C)nn(-c2ccccc2)c1C (configuration not stated)
→ 0%	2%	-15%	?	-28	-13	-4%	-6%	4%
COc1cc(C#Cc2c(-c3cncn3C)n(C)c3ccc(-c4cnc(N5CCOCC5)nc4)cc23)cc(OC)c1
→ -19%	12%	?	28%	93	0	0%	12%	0%
COc1ccc(OC)c2c1CCC1NCCOC21 (configuration not stated)
→ -6%	0%	7%	-5%	-28	-15	-7%	2%	-21%
Oc1ccccc1CN(CCc1ccccc1)Cc1ccccc1
→ -3%	?	0%	-41%[inhibitor]	4	-6	-4%	1%	-27%
CC1=C(C(=O)Nc2ccccc2)S(=O)(=O)CCO1
→ -5%	10µM*	0%	-23%	-2	-6	1%	-49%	-1%
Cc1ccc(-c2nc(C(=O)NCCCN(C)C)cc3c2[nH]c2ccccc23)cc1
→ -1%	?	2%	-15%	-29	-5	-4%	?	-3%
Cc1cc(OCC(=O)N2CCC(C(=O)O)CC2)c2c3c(c(=O)oc2c1)CCCC3
→ -1%	8%	16%	-8%	-21	-19	1%	2%	0%
CCCCOc1ccc(Cn2c(=O)oc3ccccc32)cc1
→ 4%	-22%&-7%	14%&22%	i	-11	1&-12	24%	-7%&32%	-10%&25%
COC(=O)C1=C(c2ccc(C(C)=O)cc2)C[C@@H]2CC[C@H]1N2C(=O)NC(C)C
→ -7%	26%	-3%	-11%	4	9	-3%	-36%	-2%
CC(=O)Nc1ccccc1C(=O)OCc1cccc(F)c1
→ 8%	-7%	27%	i	12	3	22%	11%	-20%
Oc1cc(Cl)c(Cl)c(Cl)c1
→ -44%[inhibitor]	?	-89%[inhibitor]	-89%[inhibitor]	68	61*	-1%	-11%	-29%
C=C1[C@@H](C)[C@H]2[C@H](Cc3ccccc3)NC(=O)[C@]23OC(=O)/C=C/[C@H](O)CCC[C@@H](C)C/C=C/[C@H]3[C@@H]1O
→ 6%	?	0%	-4%	182	78*	-1%	-31%	?
O=C(NN1C(=O)C2C3C=CC(C4CC34)C2C1=O)c1ccc(Br)cc1 (configuration not stated)
→ -3%	?	14%	-41%[inhibitor]	-5	5	2%	0%	?
